3CLpro inhibitor – SARS-CoV 3CLpro protease inhibitors, primary screen, biochemical, quenched FRET; AID 1706, 2009; recombinant SARS-CoV 3CLpro, quenched FRET peptide cleavage; inhibition, % at 6 µM; actives 0.14% (n = 290,000); Replicase polyprotein 1ab (Severe acute respiratory syndrome coronavirus), P0C6X7; in the data active means inhibition above about 12%
MazEF act – activators of E. coli MazEF toxin-antitoxin RNase, primary screen, biochemical, fluorescence, uHTS. activation, % at 20 µM. Endoribonuclease toxin MazF (Escherichia coli (strain K12)), P0AE70. FAM/BHQ RNA-DNA oligo cleavage fluorescence, 5 h. AID 504720, 2011. actives 0.32% (n = 350,000); in the data active means activation above about 50%
Target sequence (P0AE70 whole entry, looked up): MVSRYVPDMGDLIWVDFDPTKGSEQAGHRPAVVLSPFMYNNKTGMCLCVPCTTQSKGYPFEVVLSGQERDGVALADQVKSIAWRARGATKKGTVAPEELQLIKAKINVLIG
Vc quorum ag – inducers of Vibrio cholerae quorum light production without autoinducers, primary screen, BH1578 luxS cqsA deficient, single point | V. cholerae BH1578 lux reporter, luminescence, 6 h | activation, % at 18.7 µM | actives 0.16% (n = 350,000) | AID 588436, 2011; in the data active means activation mostly above about 9.7%, no sharp cut-off; further: not every result past the cut was called active; inactives centre near 0; reference of the scale not given here
Mtb UGM inh – M. tuberculosis UGM enzyme inhibitors, primary screen, biochemical, fluorescence polarization, single point. purified UGM, fluorescence polarization probe displacement. actives 0.06% (n = 320,000). AID 504406, 2011. inhibition, % at 10 µM. UDP-galactopyranose mutase (Mycobacterium tuberculosis (strain ATCC 25618 / H37Rv)), …; in the data active means inhibition above about 10%, passing the limit was not always enough
Target sequence (P9WIQ1 whole entry, looked up): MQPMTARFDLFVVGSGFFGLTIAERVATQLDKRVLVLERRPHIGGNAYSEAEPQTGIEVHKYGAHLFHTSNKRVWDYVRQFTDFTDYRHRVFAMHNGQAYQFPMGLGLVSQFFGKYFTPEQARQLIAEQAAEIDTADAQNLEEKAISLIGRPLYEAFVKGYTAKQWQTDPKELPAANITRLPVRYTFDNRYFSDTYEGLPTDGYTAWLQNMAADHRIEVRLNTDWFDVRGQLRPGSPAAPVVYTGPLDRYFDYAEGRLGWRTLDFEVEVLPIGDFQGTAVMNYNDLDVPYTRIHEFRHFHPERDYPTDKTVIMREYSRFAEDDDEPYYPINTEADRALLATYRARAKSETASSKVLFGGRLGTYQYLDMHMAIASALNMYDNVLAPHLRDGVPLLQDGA
GDH-TPI counter – GDH-TPI coupling enzyme inhibitors, primary screen, artefact control for M. tuberculosis FBA inhibitor project, biochemical, absorbance, full deck | GDH-TPI coupled enzyme counterscreen, NADH absorbance | inhibition, % at 4.8 µM | actives 1.2% (n = 360,000); in the data active means inhibition above about 30%;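 further: 0% = DMSO wells and 100% = wells lacking the enzyme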
Mtb FBA inh – Mtb FBA enzyme inhibitors, primary screen, biochemical, fluorescence, strain H37Rv; inhibition, % at 1 µM; AID 588726, 2011; purified M. tuberculosis FBA, fluorescence read-out; Fructose-bisphosphate aldolase (Mycobacterium tuberculosis (strain ATCC 25618 / H37Rv)), …; actives 2.3% (n = 360,000); in the data active means inhibition above about 27%;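 further: 0% = vehicle and 100% = reference inhibitor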
Target sequence (P9WQA3 whole entry, looked up): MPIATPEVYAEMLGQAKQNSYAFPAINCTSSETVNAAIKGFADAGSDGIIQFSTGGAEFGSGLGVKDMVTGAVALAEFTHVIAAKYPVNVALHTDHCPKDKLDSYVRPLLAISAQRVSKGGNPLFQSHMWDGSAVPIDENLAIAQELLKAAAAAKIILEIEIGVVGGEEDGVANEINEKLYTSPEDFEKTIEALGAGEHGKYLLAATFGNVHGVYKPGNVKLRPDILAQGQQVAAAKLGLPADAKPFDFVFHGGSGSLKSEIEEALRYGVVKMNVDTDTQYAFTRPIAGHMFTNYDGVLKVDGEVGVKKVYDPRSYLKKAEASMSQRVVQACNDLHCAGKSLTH
PriA SSB inh – inhibitors of Klebsiella pneumoniae PriA binding to SSB C-terminal tail, primary screen, biochemical, AlphaScreen. inhibition, % at 33 µM. AID 1272365, 2023. PriA–SSB C-terminal tail interaction (Klebsiella pneumoniae). AlphaScreen SSBct-PriA binding, biotinylated peptide. actives 0.6% (n = 430,000); in the data active means inhibition mostly above about 37%, no sharp cut-off; inactive means mostly below about 20%;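 further: plate controls were negative control peptide for no effect and reference peptide for full effect; strong numbers were not always called active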
BioA inh – M. tuberculosis BioA enzyme inhibitors, primary screen, biochemical, plate reader, single point, HTS; 7,8-diaminopelargonic acid synthase BioA (Mycobacterium tuberculosis); purified M. tuberculosis BioA enzyme; inhibition, % at 9.99 µM; actives 0.096% (n = 360,000); AID 602481, 2012; in the data active means inhibition above about 40%
Rv3671c inh – Rv3671c serine protease inhibitors, primary screen, biochemical, fluorescence polarization, M. tuberculosis H37Rv | AID 2606, 2010 | inhibition, % at 5.96 µM | actives 0.048% (n = 320,000) | P9WHR9; in the data active means inhibition above about 38%;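 further: extracellular domain of Rv3671c used as enzyme; 0% = enzyme with DMSO and 100% = no enzyme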
VHR inh abs – VHR1 phosphatase inhibitors, primary screen, biochemical, absorbance, uHTS; Dual specificity protein phosphatase 3 (Homo sapiens), P51452; recombinant VHR phosphatase, pNPP absorbance; inhibition, % at 13.3 µM; actives 0.52% (n = 290,000); AID 1654, 2009; in the data active means inhibition above about 50%; further: some compounds called inactive have numbers as strong as hits
Target sequence (P51452 whole entry, looked up): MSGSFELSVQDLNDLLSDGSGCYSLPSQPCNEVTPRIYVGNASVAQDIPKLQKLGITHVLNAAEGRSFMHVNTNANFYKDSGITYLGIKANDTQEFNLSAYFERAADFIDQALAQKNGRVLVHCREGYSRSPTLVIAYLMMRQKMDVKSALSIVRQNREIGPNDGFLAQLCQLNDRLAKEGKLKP
* hit, by the source's call; i = inactive; x = not tested or not shown; & = joins results of further samples.

SMILES	3CLpro inhibitor	MazEF act	Vc quorum ag	Mtb UGM inh	GDH-TPI counter	Mtb FBA inh	PriA SSB inh	BioA inh	Rv3671c inh	VHR inh abs
Cc1c(OCc2ccccc2)c(=O)ccn1Cc1ccccc1	-2	1	i	2.4	-4	2	-10	x	-6	21
Cc1cccc(OCCCSc2nc3ccccc3[nH]2)c1	3	0	3.7	3.3	-5	4	-37	-1.2	1	19
CCSc1nnc(NC(=O)CSc2nc3c(c(=O)n2CC)SC(C)C3)s1 (centres undefined)	-8	4	i	-1.6	8	0	-8	x	4	28
CCOC(=O)C1=CN(Cc2cccc(F)c2)S(=O)(=O)N(CC)C1c1ccc2ccccc2c1 (centres undefined)	x	3	-0.4	x	2	2	-12	0.5	x	x
c1ccc(-c2ccc(SCc3cccnc3)nn2)nc1	1	-1	-0.7	1.6	3	-1	76*	x	7	23
Cc1ccc(Nc2nnc(SCC(=O)NCC3CCCO3)s2)cc1 (centres undefined)	x	0	i	-1.7	2	-2	-7	-0.2	2	x
COC(=O)c1ccc(Cl)c(NC(C)=O)c1	-1	5	-2.7	1.6	-12	-5	-4	-1.6	-3	-16
CSC[C@H]1CN(Cc2cccnc2)C(=O)[C@@H]1CC(=O)Nc1ccc(Br)cc1	x	-4	-1.6	x	3	-1	x	2.4	x	x
Cc1[nH]n(-c2ccccc2)c(=O)c1Sc1ccc(Cl)cc1	-2	-1	-2.1	2.8	8	-7	-14	-2.2	5	18
COc1ccc(C(=O)Nc2nc(-c3ccc(OC)cc3)c(-c3ccc([N+](=O)[O-])cc3)s2)cc1	4	-13	i	-2.5	4	3	-5	-4.3	-1	15
COc1cc(NS(=O)(=O)c2ccc(NC(=O)c3ccco3)cc2)nc(OC)n1	-2	-12	i	0.4	5	1	-9	0.3	-1	-2
CC1(C)CC(=O)C=C(c2ccc3ncccc3c2)C1	x	6	-0.3	-0.7	9	0	-3	64*	7	x
C[C@]12c3[nH]c4ccc(Cl)cc4c3CCN1C(=O)[C@@H](CC(=O)NCCCn1ccnc1)C[C@@H]2C(=O)N1CCOCC1	x	0	-3.9	x	-1	0	-5	2.2	x	x
CCN(CC(=O)N1CCCC1)S(=O)(=O)c1ccccc1	3	1	-0.6	-2.2	5	16	-3	-2.1	x	20
Cc1ccc(S(=O)(=O)NC(CC(=O)O)c2ccccc2)cc1 (centres undefined)	-4	-10	-0.7	1.1	2	0	-12	-2.8	0	7
COc1ccc(-c2sc(Nc3ccccc3)n[n+]2-c2ccccc2)cc1Br	x	5	i	-1.3	2	-3	20	1.3	-12	x
O=C(CN(Cc1cccs1)C(=O)CNC(=O)c1ccco1)NC1CCCCC1	-8	6	-0.2	0.2	-2	0	-15	-0.8	3	-4
COc1cccc(C(=O)NC(C)c2cccc3ccccc23)c1OC (centres undefined)	-1	2	-0.7	1.3	-6	1	-1	1.7	2	-7
Cc1ccc(N2C(=O)CCC2(C(N)=O)c2ccccc2)cc1 (centres undefined)	0	-6	-2.4	-0.4	-7	1	-9	0.2	6	24
CCC1CCc2sc(C(=O)NCC3CCCO3)cc2C1 (centres undefined)	x	-5	i	-2.0	2	-1	-15	1.8	-2	x
CC1CCCN(CCCN2C(=O)C3C(C(=O)Nc4cccc(Cl)c4)C4C=CC3(O4)C2C(=O)NC2CCCCC2)C1 (centres undefined)	1	5	-0.4	0.2	1	0	7	x	2	21
CCC(=O)Nc1ccc(/C(C)=N\NS(=O)(=O)c2ccc(C)cc2)cc1	3	2	2.1	0.4	4	9	x	0.1	-7	27
O=C(O)CC1=C(Nc2ccccc2)C(=O)N(c2ccccc2)C1c1ccc(F)cc1 (centres undefined)	4	2	i	2.1	5	0	9	-1.6	-4	-4
Nc1ccc2nc(N)sc2c1	x	2	2.7	x	-10	0	-1	0.6	x	x

Record cards, from the list above. Values in the order: 3CLpro inhibitor | MazEF act | Vc quorum ag | Mtb UGM inh | GDH-TPI counter | Mtb FBA inh | PriA SSB inh | BioA inh | Rv3671c inh | VHR inh abs
Record of Cc1ccc(N2C(=O)CCC2(C(N)=O)c2ccccc2)cc1 (centres undefined) → 0 | -6 | -2.4 | -0.4 | -7 | 1 | -9 | 0.2 | 6 | 24
Record of COc1cccc(C(=O)NC(C)c2cccc3ccccc23)c1OC (centres undefined) → -1 | 2 | -0.7 | 1.3 | -6 | 1 | -1 | 1.7 | 2 | -7
Record of CCN(CC(=O)N1CCCC1)S(=O)(=O)c1ccccc1 → 3 | 1 | -0.6 | -2.2 | 5 | 16 | -3 | -2.1 | x | 20
Record of CC1CCCN(CCCN2C(=O)C3C(C(=O)Nc4cccc(Cl)c4)C4C=CC3(O4)C2C(=O)NC2CCCCC2)C1 (centres undefined) → 1 | 5 | -0.4 | 0.2 | 1 | 0 | 7 | x | 2 | 21
Record of Nc1ccc2nc(N)sc2c1 → x | 2 | 2.7 | x | -10 | 0 | -1 | 0.6 | x | x

Other records:
SMILES	3CLpro inhibitor	MazEF act	Vc quorum ag	Mtb UGM inh	GDH-TPI counter	Mtb FBA inh	PriA SSB inh	BioA inh	Rv3671c inh	VHR inh abs
Cc1ccc(Cn2nnc3c(=O)[nH]c(C4CCCN(C(=O)Nc5ccc(F)cc5)C4)nc32)cc1 (centres undefined)	1	-4	i	x	5	2	0	1.5	2	-20
COc1ccc(OC)c2sc(N(CCN(C)C)C(=O)c3cc(Cl)sc3Cl)nc12	-3	1	-0.5	0.8	-4	-1	35	x	5	-8
COc1cc(OC)cc(C(=O)NCC(C)NC(=O)c2cc(OC)cc(OC)c2)c1 (centres undefined)	x	2	-0.7	2.3	16	3	-2	x	0	x
Nc1nc(N2C(=O)C3CC=CCC3C2=O)nn1-c1ccccc1 (centres undefined)	-4	-2	-1.8	-2.5	12	3	-2	-2.2	7	-2
Cn1c(CSc2nc3ccccc3s2)nc2ccccc21	1	-1	i	-0.5	-6	1	1&-15	3.5	-5	-8
COc1cc(OC)c2c(-c3ccccc3)cc(=O)oc2c1C(CCN1CCCC(C)C1)c1ccc(N(C)C)cc1 (centres undefined)	x	-8	-1.2	2.1	11	0	97*	-1.1	3	7
CCN1C(=O)c2ccccc2S(=O)c2ccc(C(=O)N3CCOCC3)cc21 (centres undefined)	0	11	-0.7	-0.1	-4	2	-8	x	6	20
Cc1cccc(N=C2SC(C)CN2C(=O)CN2C(=O)NC3(CCCC3)C2=O)c1 (centres undefined)	x	-3	-0.5	1.6	10	-1	2	0.8	-1	x
Cc1ccc(NC(=O)C(=O)NCCCN2CCCC2=O)c(C)c1	x	-1	i	-1.4	-1	2	-9	0.3	-1	x
O=C(NC1CCCCC1)N(Cc1ccccc1)Cc1ccco1	-4	-5	-0.5	-1.3	11	0	1	-1.4	-7	7
Cc1ccc2c(CN3CCOCC3)cc(=O)oc2c1C	-3	5	i	0.6	7	2	-5	0.8	-2	24
CCn1c(NCc2ccccn2)nc2c1c(=O)n(C)c(=O)n2C	-4	1	-6.2	-2.8	-4	-2	-6	0.9	-2	13
COc1ccc(C(=O)CSc2n[nH]c(-c3ccncc3)n2)cc1[N+](=O)[O-]	-1	-7	-1.1	3.4	8	-1	1	0.1	-6	-8
CC(O)(c1cccc(F)c1)c1nc(/C=C/c2ccccc2)cs1 (centres undefined)	x	x	-0.4	x	-10	-1	x	-0.8	x	x
COc1cccc(C(C(=O)NC(C)(C)C)N(CC(C)C)C(=O)CCC(=O)Nc2cc(C)on2)c1OC (centres undefined)	2	4	0.0	-2.8	-4	-6	-2	x	3	10
CCCCN(CCCC)S(=O)(=O)c1ccc2oc(C(=O)N3CCOCC3)c(C)c2c1	0	4	-1.0	0.9	5	0	-14	-0.5	-5	18
O=C(NCC(c1cccs1)N1CCOCC1)c1cc2ccccc2o1 (centres undefined)	3	11	i	2.1	-8	0	16	1.0	-5	26
CCN(C(=O)COC(=O)c1nc2nc(C)cc(C)n2n1)C1CCCCC1	x	-5	0.6	-2.3	-7	-1	-6	-3.9	5	x
CCOC(=O)c1cc2c(ccn2-c2ccc(F)cc2)n1CC(=O)N(CC)CC	3	2	2.1	-3.0	4	26	25	x	-4	12
O=C(Nc1ccc2c(c1)OCCO2)c1cccc2nc3ccccc3nc12	1	0	2.9	0.2	5	1	14	0.5	-6	27
Cc1ccn2nc(C(=O)OCC(=O)N(CC(C)C)C3CCS(=O)(=O)C3)nc2n1 (centres undefined)	x	10	2.1	3.1	2	-2	-6	-0.8	-14	x
CCNc1nnc(CCn2nc(C)c(Br)c2C)s1	1	-20	-0.6	-0.4	0	6	-16	x	-7	11
COc1ccc(Br)cc1CNC(=O)Cn1nc(C)n2cccc2c1=O	2	8	-0.3	1.8	-2	1	-13	-3.2	-4	56*
CC(C)[C@H](NC(=O)C1CCN(C(=O)[C@@H]2CCCN2)CC1)C(=O)NCc1ccc(F)cc1	-2	3	-0.5	2.3	-5	0	-4	-0.1	3	1
COc1cccc(-c2cnc3c(NC=O)cc(-c4ccoc4)cn23)c1	x	x	i	x	16	4	x	0.3	x	x
CC1(Oc2ccc(Cl)cc2)CCN(Cc2csc3ccccc23)C1 (centres undefined)	x	x	i	x	-8	-3	x	0.2	x	x
Clc1ccc(CNc2ccccn2)cc1	4	5	-0.1	-1.5	-2	0	-5	x	2	12
Cc1ccc(-n2nc(-c3ccco3)cc2C(=O)NCc2cccnc2)cc1	1	-4	i	1.0	5	-2	0	2.7	3	12
CCC(C)(C)n1nnnc1C(c1ccc(OC)c(OC)c1)N1CCN(c2cccc(OC)c2)CC1 (centres undefined)	-7	1	i	0.7	1	3	24	-0.3	-7	10
O=C(CSc1nnc(CNC(=O)c2c(F)cccc2F)o1)NCc1ccccc1	-1	2	i	-0.8	6	0	0	0.8	1	-7
O=C(c1ccccc1)c1n[nH]c(-c2ccccc2)cc1=O	7	6	-0.2	0.5	3	1	-3	x	4	6
CCCC(=O)Nc1nnc(Cc2ccccc2)s1	-4	1	5.6	2.9	3	1	-6	0.2	-8	14
CCOC(=O)c1ccccc1NC(=O)Cn1c(=O)n(Cc2ccccc2)c(=O)c2c(C)c(C)sc21	-1	-10	-0.2	-3.9	3	1	-11	x	2	-2
CCCNC(=O)C1(C)CCN(Cc2csc3ccccc23)C1 (centres undefined)	x	x	-0.3	x	7	-1	x	-0.2	x	x
COC(=O)CSc1ccc(C#N)c(SCC(=O)OC)c1	7	6	0.5	-0.2	-6	9	-14	x	-1	20
Cc1nn(-c2ccccc2)c(C)c1C(=O)OCC(=O)N1CCN(S(=O)(=O)c2ccccc2)CC1	6	2	-2.9	-1.6	6	-1	-5	-3.4	3	26
COc1ccc(NC(=O)CSc2nnc(Cc3cccn3C)n2CCc2ccccc2)c(OC)c1	7	0	-0.5	-5.2	15	2	22	-1.6	-5	18
CCC1CCCCN1CCCNC(=O)c1ccc(N2CCCC2=O)cc1 (centres undefined)	3	2	i	-2.2	5	0	1	-0.5	5	56*
COc1nc(N)nc(NC(=O)c2cccs2)c1N=O	x	4	i	2.4	6	-7	-12	0.7	6	x
O=C(NCc1ccccn1)c1ccc(Cn2cc(Br)cn2)o1	3	0	-1.5	-3.8	-12	-2	2	2.0	0	9

Source: PubChem (several laboratories)

An excerpt; the hit share may differ from the screen's.
